From PubChem
RSV CPE inhibition – RSV antiviral activity via CPE protection, HEp-2 cells, primary 10 µM value included (AID 2391) | one-dose CPE inhibition, % at 10 µM; IC50 in µM for titrated hits | HEp-2 cells, RSV-induced CPE inhibition; higher % means a stronger effect | actives 0.13% (n = 310,000); in the data active = a potency from the dose series; inconclusive = CPE inhibition mostly from about 23% at the one dose, without a potency; inactive = the rest, 99 in 100 with CPE inhibition below about 21%; also: strong numbers were not always called active
SIAH1 antagonists – Siah-1 peptide-binding antagonists, primary screen, biochemical, fluorescence polarization, rhodamine-plectin, uHTS (AID 1817) | E3 ubiquitin-protein ligase SIAH1 (Homo sapiens) | Siah-1 / rhodamine-plectin peptide fluorescence polarization; higher % means a stronger effect | displacement, % at 20 µM; hits with a dose series show IC50 in µM | actives 0.02% (n = 290,000);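 active = displacement of at least 50% at 20 µM, with a fluorescence ratio check between 0.3 and a set limit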;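 also: plate controls were Siah plus tracer with DMSO for no effect and tracer alone without Siah for full effect; strong numbers were not always called active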
SV40 large T antigen – SV40 large T antigen inhibitors, biochemical (AID 1903); SV40 large T antigen ATPase/helicase inhibition assay; higher % means a stronger effect; inhibition, % at 20 µM; hits with a dose series show IC50 in µM; actives 0.39% (n = 310,000); in the data active = a potency from the dose series; inconclusive = inhibition mostly from about 32% at the one dose, without a potency; inactive = the rest, 99 in 100 with inhibition below about 32%; also: strong numbers were not always called active
Dengue-2 NS5 capping – Dengue-2 NS5 methyltransferase inhibitors, primary screen, biochemical, confirmation dose response (AID 588689); actives 0.3% (n = 340,000); Dengue-2 NS5 methyltransferase capping enzyme assay, biochemical; higher % means a stronger effect; inhibition, % at 25 µM, or IC50 in µM where a hit was titrated; Genome polyprotein (Dengue virus type 2 (strain 16681-PDK53)); in the data active = a potency from the dose series; inconclusive = inhibition above about 29% without an active follow-up result
NTR1 agonist – agonists of NTR1, primary screen, imaging, U2OS cells, beta-arrestin-GFP, high content (AID 493036) | activation, % at 20 µM | NTR1-U2OS beta-arrestin-GFP spot imaging, agonist mode | Neurotensin receptor type 1 (Homo sapiens), P30989 | actives 0.17% (n = 330,000);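 active = activation at or above 40% of the spot to cytoplasm intensity ratio, with at least 20 cells analyzed; inconclusive = wells under 20 cells, flagged as cytotoxic or low count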;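 also: 0% = DMSO without peptide and 100% = 100 nM NTR1 peptide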
Target sequence (P30989 whole entry, looked up): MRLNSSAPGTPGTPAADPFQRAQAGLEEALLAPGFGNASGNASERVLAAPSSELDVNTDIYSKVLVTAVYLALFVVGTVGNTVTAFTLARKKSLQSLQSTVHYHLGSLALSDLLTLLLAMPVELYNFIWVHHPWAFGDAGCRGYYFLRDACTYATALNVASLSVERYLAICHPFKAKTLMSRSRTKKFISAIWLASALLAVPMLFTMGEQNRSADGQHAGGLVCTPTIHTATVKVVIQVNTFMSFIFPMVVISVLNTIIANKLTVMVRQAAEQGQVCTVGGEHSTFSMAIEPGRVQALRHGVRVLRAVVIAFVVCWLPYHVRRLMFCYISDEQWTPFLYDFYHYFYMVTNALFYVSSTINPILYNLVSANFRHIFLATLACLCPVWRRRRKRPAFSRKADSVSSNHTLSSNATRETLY
AID2073 – inhibitors of Mint1-CaV2.2 protein interaction, biochemical, HTRF (AID 2073); HTRF protein-protein interaction, Mint1-CaV2.2; higher % means a stronger effect; inhibition, % at 20 µM; hits with a dose series show IC50 in µM; actives 0.19% (n = 290,000); in the data active = inhibition mostly above about 51%, no sharp cut-off; inconclusive = no clear call, values can overlap the other calls; inactive = mostly below about 53%; also: some results filed as inactive read as strong as hits
K1F lysis inhibition – inhibition of K1F phage lysis, E. coli UTI89, bacterial capsule biogenesis inhibitors, alamar blue (AID 488966); actives 0.02% (n = 340,000); one-dose inhibition, % at 100 µM; IC50 in µM for titrated hits; E. coli UTI89 K1F phage lysis, alamar blue, 2 h; higher % means a stronger effect;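 active = phage lysis inhibition, versus mean bacterial control, above a set limit; inconclusive = no clear call, values can overlap the other calls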;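 also: capsule biogenesis inhibitors block K1F phage lysis so surviving cells raise fluorescence; higher fluorescence means more inhibition of phage lysis; actives were called in the ten point dose series up to 300 µM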
West Nile virus CPE – West Nile virus antiviral activity, cell-based, CPE readout (AID 1621). West Nile virus-infected cells, CPE inhibition; higher % means a stronger effect. one-dose CPE inhibition, % at 10 µM; IC50 in µM for titrated hits. actives 0.02% (n = 290,000); in the data active = a potency from the dose series; inconclusive = CPE inhibition mostly from about 3.7% at the one dose, without a potency; inactive = the rest, 99 in 100 with CPE inhibition below about 2.2%; also: strong numbers were not always called active
MgcRacGAP inhibition – MgcRacGAP GTPase-activating activity inhibitors, confirmation, biochemical, ADP Hunter fluorescence. Rac GTPase-activating protein 1 (Homo sapiens). MgcRacGAP-stimulated Rac1 GTP hydrolysis, ADP Hunter fluorescence; higher % means a stronger effect; GST-tagged Rac1 F28L mutant substrate. inhibition, % at 30 µM, or IC50 in µM where a hit was titrated. actives 0.6% (n = 340,000). AID 624330, 2012;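 active = first-screen hits whose inhibition reached a set limit at any dose in the follow-up dose series; inconclusive = inhibition above the set first-screen limit but never retested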;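 also: fluorescence reports GDP produced by GAP-driven GTP hydrolysis; strong numbers were not always called active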
NTR1 agonist cell count 20 µM – further read-out of NTR1 agonist, marked with its call; cell count; measured here: cell count, cytotoxicity flag
Dengue-2 NS5 capping pilot replicate – second read-out of Dengue-2 NS5 capping, no call of its own (marks repeat the call); inhibition, %; measured here: pilot screen replicate inhibition
* hit, by the source's call; ? = inconclusive; . = no result given; [ ] = remark or other dose. Hits appear at their usual frequency; any-hit rate near 1.6%.

SMILES	RSV CPE inhibition	SIAH1 antagonists	SV40 large T antigen	Dengue-2 NS5 capping	NTR1 agonist	NTR1 agonist cell count 20 µM	AID2073	K1F lysis inhibition	West Nile virus CPE	MgcRacGAP inhibition	others
CS(=O)(=O)c1ccc(C(=O)OCC(=O)N(CCc2ccccc2)Cc2ccccc2)cc1	-1.4%	.	14%	-4%	2.9	55	.	-1.6%	.	1%
Cc1cccnc1NC(=O)c1csnn1	1.9%	3%	11%	-1%	0.7	68	-4%	0.4%	-0.3%	7%
Cc1ccc(NC(=O)CSC(C)C(=O)NCCc2ccccn2)cc1 (stereo not drawn)	5.4%	0%	5%	-2%	0.7	36	-4%	-0.9%	0.9%	-6%
COCCNC(=O)/C(C#N)=C/c1c(N2CCN(C)CC2)nc2ccccn2c1=O	-0.4%	-1%	-7%	-3%	0.5	49	37%	0.3%	0.3%	8%
Cc1ccc(Cl)cc1NC(=O)C(=O)N/N=C/c1ccc2c(c1)OCO2	-0.7%	7%	12%	3%	-0.6	55	15%	0.0%	-0.4%	10%
O=c1[nH]n2c(-c3ccccc3)nc(O)c2c2ccccc12	1.2%	9%	7%	-12%	0.7	75	-6%	0.5%	0.3%	12%
Cc1cccc(OCCCN2CCOCC2)c1C	-0.2%	2%	3%	-5%	1.7	52	-1%	-0.1%	0.0%	18%	Dengue-2 NS5 capping pilot replicate=-4.5
CN1C(=O)CS/C1=N\NC(=O)COc1cccc2cccnc12	-1.6%	0%	0%	-7%	-1.8	99	-2%	-2.0%	0.5%	11%
CCOC(=O)c1ccccc1-n1nnnc1C	0.4%	10%	25%	-7%	2.2	56	6%	0.6%	0.4%	1%
Cc1ccc(NC(=O)COC(=O)C2CC2C)c(S(=O)(=O)N2CCCCC2)c1 (stereo not drawn)	0.5%	0%	14%	18%	0.9	43	0%	-0.5%	0.5%	-5%
Cc1cc(C)c(S(=O)(=O)Nc2ccc(N3CCOCC3)cc2)c(C)c1	1.1%	13%	12%	17%	2.0	51	-4%	-0.1%	0.0%	-9%
O=C(CC1C(=O)NCCN1Cc1ccccc1C(F)(F)F)NC1CCCCC1 (stereo not drawn)	-2.8%	-7%	-7%	7%	-0.1	63	5%	6.5%	-0.1%	4%
COc1cccc2c(N/N=C/c3ccc(O)c(O)c3)cc(C)nc12	4.8%	5%	24µM*	0%	0.8	42	-2%	0.5%	-0.9%	27%
O=C(O)c1nn(-c2ccc(F)cc2)ccc1=O	0.2%	-9%	-10%	-3%	-0.6	83	6%	0.0%	-0.2%	7%
Cc1ccc(CN(Cc2ccco2)C(=S)NCC(=O)NCc2cccnc2)cc1	-0.3%	0%	2%	-6%	2.2	45	7%	-0.2%	-1.4%	2%
Nc1nc(NCc2ccco2)nc(N2CCOCC2)c1[N+](=O)[O-]	.	4%	9%	-2%	0.0	55	3%	0.7%	0.4%	12%
CC(=O)c1cc2c(cc1NC(=O)CCn1cnnn1)OCO2	1.1%	4%	4%	-4%	0.3	47	9%	1.3%	0.0%	6%
CC1(C)CC(NC(=S)NCc2ccc3c(c2)OCO3)CC(C)(C)N1	-0.7%	16%	5%	.	0.1	56	-9%	.	0.5%	.
COc1ccc(NC(=O)CNC(=O)Cn2ccc3ccccc3c2=O)c(OC)c1	0.1%	-4%	6%	26%	-0.4	52	-3%	0.1%	-0.3%	-6%
O=C(CCC1CCCC1)NCc1cccs1	1.9%	1%	1%	6%	-3.5	98	7%	-1.8%	0.6%	6%
O=C1NC(=O)N(c2ccccc2)C1=O	1.2%	4%	29%	0%	0.8	65	8%	0.0%	0.3%	10%
CN(C)C(=O)N1CCC(C(=O)NC2CCCCCCC2)CC1	0.2%	-3%	2%	2%	0.3	41	12%	-0.2%	0.3%	3%
COc1ccc(C2C(C(C)=O)=C(O)C(=O)N2CCCn2ccnc2)cc1OC (stereo not drawn)	1.3%	2%	.	3%	2.2	53	14%	0.6%	0.2%	4%
O=C(CCNC(=O)C1CCN(S(=O)(=O)c2ccc(F)cc2)CC1)NCc1ccccc1	0.7%	4%	13%	-4%	-0.4	58	4%	0.6%	-0.4%	5%
Cc1cc(N2CCN(C(=O)c3ccco3)CC2)n2ncnc2n1	1.3%	10%	5%	-7%	-0.4	77	-6%	-0.2%	1.3%	0%

Filtered by structure: those above with a furan ring, fused or not
SMILES	RSV CPE inhibition	SIAH1 antagonists	SV40 large T antigen	Dengue-2 NS5 capping	NTR1 agonist	NTR1 agonist cell count 20 µM	AID2073	K1F lysis inhibition	West Nile virus CPE	MgcRacGAP inhibition	others
Cc1ccc(CN(Cc2ccco2)C(=S)NCC(=O)NCc2cccnc2)cc1	-0.3%	0%	2%	-6%	2.2	45	7%	-0.2%	-1.4%	2%
Nc1nc(NCc2ccco2)nc(N2CCOCC2)c1[N+](=O)[O-]	.	4%	9%	-2%	0.0	55	3%	0.7%	0.4%	12%
Cc1cc(N2CCN(C(=O)c3ccco3)CC2)n2ncnc2n1	1.3%	10%	5%	-7%	-0.4	77	-6%	-0.2%	1.3%	0%

The listing picks up; the 3 compounds before the break are reprinted first.
SMILES	RSV CPE inhibition	SIAH1 antagonists	SV40 large T antigen	Dengue-2 NS5 capping	NTR1 agonist	NTR1 agonist cell count 20 µM	AID2073	K1F lysis inhibition	West Nile virus CPE	MgcRacGAP inhibition	others
COc1ccc(C2C(C(C)=O)=C(O)C(=O)N2CCCn2ccnc2)cc1OC (stereo not drawn)	1.3%	2%	.	3%	2.2	53	14%	0.6%	0.2%	4%
O=C(CCNC(=O)C1CCN(S(=O)(=O)c2ccc(F)cc2)CC1)NCc1ccccc1	0.7%	4%	13%	-4%	-0.4	58	4%	0.6%	-0.4%	5%
Cc1cc(N2CCN(C(=O)c3ccco3)CC2)n2ncnc2n1	1.3%	10%	5%	-7%	-0.4	77	-6%	-0.2%	1.3%	0%
COc1ccc(-c2c(N)n[nH]c2C)cc1OC	1.8%	10%	19%	-3%	3.5	85	-7%	0.4%	0.0%	15%
Cc1ccccc1OCC(=O)Nc1ccc(S(=O)(=O)Nc2ccccn2)cc1	7.5%	-2%	4%	-4%	1.0	55	0%	8.4%	-0.5%	6%
O=C(/C=C/c1cn(-c2ccccc2)nc1-c1ccc2c(c1)OCCO2)NCCO	1.2%	5%	2%	-3%	2.4	38	40%	-1.4%	1.1%	6%
Cc1csc(NC(=O)c2cc3c(s2)CCC3)n1	6.5%	-2%	21%	-1%	2.8	39	10%	1.9%	-0.2%	7%
Cc1[nH]c(=O)nc(SCc2cccc(Cl)c2)c1C#N	3.9%	1%	8%	-21%	0.3	43	0%	0.5%	-0.5%	3%
COc1ccc(CC(=O)N/N=C\c2cc(Br)c(O)c(Br)c2)cc1	5.9%	3%	20%	21%	2.4	50	17%	0.0%	1.0%	5%
COc1cc2nc(C3CCC3)n(NC(=O)COc3ccccc3)c(=O)c2cc1OC	0.3%	0%	12%	-2%	-1.3	59	24%	6.5%	-0.2%	3%
O=C(c1ccco1)N1CCN(C(=O)c2ccc(-c3ccc([N+](=O)[O-])cc3)o2)CC1	.	.	.	-3%	1.0	43	.	0.1%[50 µM]	.	24%
O=C1C2CCCCC2C(=O)N1c1nccs1 (stereo not drawn)	1.3%	0%	11%	6%	-0.4	60	5%	0.2%	-0.4%	9%
Cc1ccc(Nc2cc(=O)n(C3CCCCC3)c(=O)[nH]2)cc1C	0.6%	4%	11%	5%	6.9	46	6%	-0.1%	-0.1%	13%
CCNC(=S)N/N=C/c1cccs1	0.5%	5%	26%	-7%	1.4	50	-11%	1.5%	-0.2%	14%
O=c1cnnc(N/N=C/c2c[nH]c3ccccc23)[nH]1	0.5%	-9%	28%	-4%	0.6	49	-11%	-0.7%	-1.4%	10%
O=C(Nc1nnc(C2CCCCC2)s1)c1ccco1	0.5%	2%	15%	11%	-0.8	37	2%	0.6%	0.4%	-1%
O=c1oc2cc(O)ccc2c2c1CCCC2	3.1%	-3%	?	0%	1.3	94	27%	-0.5%	-0.4%	15%	Dengue-2 NS5 capping pilot replicate=-4.2
COc1ccc(OC)c(C2=NOC(C(=O)Nc3c(C)n(C)n(-c4ccccc4)c3=O)C2)c1 (stereo not drawn)	2.2%	0%	.	-3%	-0.1	44	-2%	0.2%	0.2%	4%
COc1ccc(-c2coc3cc(O)ccc3c2=O)cc1	3.2%	.	8%	1%	2.8	68	.	4.2%	-0.4%	-2%
CCCCn1c(N)c(N(CCOC)C(=O)c2cc3ccccc3cc2OC)c(=O)[nH]c1=O	-1.6%	.	11%	3%	-0.8	72	.	1.1%[50 µM]	.	5%
O=C(CCCN1C(=O)NC2(CCCC2)C1=O)N1CCN(S(=O)(=O)c2ccccc2)CC1	-0.4%	.	.	1%	2.8	47	.	0.2%	.	6%
CCn1c(Cc2ccccc2)nnc1SCC(=O)Nc1ccccc1	-1.5%	-1%	8%	-6%	-0.2	71	-3%	-0.3%	-0.3%	-1%
Cc1ccccc1OCc1nnc2n1CC(C)S2 (stereo not drawn)	0.4%	3%	0%	-4%	1.5	39	-10%	-0.4%	-0.2%	2%
CCOC(=O)COc1c(OC)cc(Cl)cc1C1Nc2ccccc2C(=O)N1c1ccc(F)cc1 (stereo not drawn)	8.9%	-4%	9%	-1%	0.4	42	5%	0.3%[50 µM]	-0.5%	1%
COc1ccc(/C=N/O)cc1COc1ccc(NC(C)=O)cc1	0.6%	5%	32%	3%	-1.4	57	20%	0.2%	-0.1%	13%
Cc1[nH]c2ccccc2c1SCC(=O)N1CCC(C)CC1	1.4%	-2%	5%	-8%	1.1	37	-3%	-1.9%	0.3%	-1%
C/C(CCc1ccco1)=N\NC(=O)CNc1c(Br)cc(Br)cc1Br	-0.4%	5%	6%	-9%	2.9	32	21%	0.2%	0.4%	-2%
C[n+]1ccccc1/C=C/c1ccc([N+](=O)[O-])cc1	-0.3%	-2%	9%	-2%	-0.1	55	6%	0.0%[50 µM]	-0.4%	3%
C=CCN1C(=O)/C(=c2\sc3nc(=O)c(Cc4ccc(OC)c(OC)c4)nn3c2=O)c2ccccc21	0.2%	0%	16%	.	1.8	45	-19%	.	-0.2%	.
CC1CCN(c2c(NCC3CCC(C(=O)NCCC4=CCCCC4)CC3)c(=O)c2=O)CC1 (stereo not drawn)	5.1%	-5%	13%	-5%	0.5	72	2%	1.7%[50 µM]	0.1%	9%
COc1ccc(C(=O)C2CCCN(C(=O)COc3ccc(C(C)=O)cc3)C2)cc1F (stereo not drawn)	3.8%	1%	11%	1%	1.1	51	3%	0.4%	-1.4%	10%
